Screening results from PubChem BioAssay.
hERG WT inh – qHTS for Inhibitors of KCHN2 3.1: Wildtype qHTS; AID 720551, 2013; Voltage-gated inwardly rectifying potassium channel KCNH2 (Homo sapiens), Q12809; U2OS, BacMam KCNH2, thallium flux FluxOr; active compounds read low; activity change, % at 1.84 µM; 340,000 compounds, 0.37% hits;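 active means maximum activity change below -70%; inconclusive means maximum activity change between -70% and -50%; inactive means maximum activity change above -50%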; further: on the % scale 0 is the no-effect control and ±100 the full control effect
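U2OS cells transduced with wild-type KCNH2 virus are loaded with FluxOr dye for 45 min, and thallium flux is measured in kinetic reads before and after stimulation buffer. Rate constants are normalized to DMSO controls.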
Coupling enz – qHTS Assay for Inhibitors of Fructose-1,6-bisphosphate Aldolase from Giardia Lamblia: Coupling assay counterscreen. coupling enzyme system counterscreen, AmpLite Red fluorescence. 290,000 compounds, 0.67% hits. AID 2472, 2010. activity change, negative = inhibition, % at 58.2 µM, hits read low; in the data active means activity change below about -30%; further: on the % scale 0 is the no-effect control and ±100 the full control effect
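Coupling enzymes only (glyceraldehyde-3-phosphate) + compound, at 57.5 uM final, 10 min RT; add substrate/coupling/AmpLite Red mix, 20 min RT; fluorescence ex 525/em 598 nm. Actives flag coupling-system interference.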
ASM inhibitor – Inhibitors of Secretory Acid Sphingomyelinase (S-ASM): qHTS; placental ASM, HMU-PC fluorogenic substrate, 60 min; AID 504937, 2011; Potency, µM (highest dose often 57.5 µM), without a hit: at the top dose activity change, negative = inhibition, usual class: inhibitors; Sphingomyelin phosphodiesterase (Homo sapiens), P17405; 340,000 compounds, 0.006% hits; further: potency means the concentration at half of the fitted maximal effect
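HMU-PC0 cleavage (9 uM final) by human placental ASM, 60 min at 37 °C following 10 min compound exposure at RT; stopped at pH 10, fluorescence Ex 386/Em 447 nm.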
AT treatment – qHTS Assay for Identifying a Potential Treatment of Ataxia-Telangiectasia. […] A-T fibroblasts, KAP-1 phosphorylation AlphaLISA; neocarzinostatin DNA damage 30 min before lysis. Potency, µM (top dose mostly 57.5 µM), inactives show top-dose activation, actives largely listed as activators. 320,000 compounds, 0.19% hits; further: potency means the concentration at half of the fitted maximal effect; % of control where 0% means no effect; nearly all actives have a fitted effect of over 45% in size
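ATM-like activity read as KAP-1 phosphorylation via AlphaLISA donor/acceptor antibody pairs after lysis and 6 hr at 25C. Cells were ATM-null patient fibroblasts ([…], hTERT), dosed 60 min, then exposed to the DSB inducer NCS for 30 min.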
KCNH2 3.1 inh – qHTS for Inhibitors of KCHN2 3.1: Mutant qHTS; Potassium voltage-gated channel subfamily H member 2, brain isoform KCNH2 3.1 (human); U2OS KCNH2 3.1, thallium flux FluxOr; active compounds read low; activity change, % (tested at about 1.8 µM); 340,000 compounds, 0.95% hits; AID 720553, 2013;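 active means maximum activity change below -70%; inconclusive means maximum activity change from -70% to -50%; inactive means maximum activity change above -50%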;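 further: thallium influx rate constant from kinetic fluorescence after stimulation buffer; on the % scale 0 is the no-effect control and ±100 the full control effect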
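FluxOr-based Tl+ influx in U2OS cells transduced with KCNH2 3.1 virus; rate constants normalized to DMSO controls.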
Integrin act MD – qHTS for Activators of Integrin-Mediated Alleviation for Muscular Dystrophy; alpha7betagal myoblasts, beta-gal FDG fluorescence, 48 h; AID 624291, 2012; 350,000 compounds, 0.064% hits; Potency, µM (highest dose often 38.3 µM), without a hit: at the highest dose activation, actives largely listed as activators;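 further: potency means the concentration at half of the fitted maximal effect; 100% = response of the positive control SU9516; nearly all actives have a fitted effect of over 60% in size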
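Alpha7betagal+/- myoblasts (passage 13) were plated 16-24 hr, then exposed to compounds (1:260 dilution of DMSO stock) for 48 hours at 37C. After MPER lysis, β-galactosidase reporter activity was read as FDG fluorescence (ex 480/em 540) after 30 minutes.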
CXXC DNA block – qHTS Fluorescence Polarization Assay for Inhibitors of MLL CXXC domain - DNA interaction; AID 2662, 2010; 290,000 compounds, 0.037% hits; Histone-lysine N-methyltransferase 2A (Homo sapiens), Q03164; MLL-CXXC / FITC-HOXA9 DNA fluorescence polarization; Potency, µM (doses to about 115 µM), without a hit: at the highest dose activity change, negative = inhibition, most hits filed as inhibitors; active means well fitted inhibition curve with a large enough effect in the polarisation, with a control signal flat, not every such curve was filed as active; inconclusive means small, poorly fitted or top-dose-only effect, or effect the other way, or a change in a side signal; inactive means no such curve, though single readings can be large or run the other way; the % refers to the polarisation; further: potency means the concentration at half of the fitted maximal effect
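Fluorescence polarization: 7 uM MLL-CXXC (stock) preincubated 5 min with compounds, then 50 nM fluorescein-HOX-A9 DNA (stock) added; 30 min ambient. Buffer 50 mM Tris-HCl pH 7.5, 50 mM NaCl, 1 mM DTT, 0.05% BSA.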
MBNL1-CUG inh – qHTS Assay for Inhibitors of MBNL1-poly(CUG) RNA binding; AID 2675, 2010; Potency, µM (titrated, usually from 57.5 µM), inactives show at the highest dose activity change, negative = inhibition, usual class: inhibitors; 280,000 compounds, 0.036% hits; TR-FRET MBNL1-His/biotin-(CUG)12 binding, 665/545 ratio; active means well fitted inhibition curve with a large enough effect in the signal ratio, with a control signal flat, not every such curve was filed as active; inconclusive means small, poorly fitted or top-dose-only effect, or effect the other way, or a change in a side signal; inactive means no such curve, though single readings can be large or run the other way; the % refers to the signal ratio; further: potency means the concentration at half of the fitted maximal effect; on the % scale 0 is the no-effect control and ±100 the full control effect
Target sequence (Q9NR56 whole entry, looked up): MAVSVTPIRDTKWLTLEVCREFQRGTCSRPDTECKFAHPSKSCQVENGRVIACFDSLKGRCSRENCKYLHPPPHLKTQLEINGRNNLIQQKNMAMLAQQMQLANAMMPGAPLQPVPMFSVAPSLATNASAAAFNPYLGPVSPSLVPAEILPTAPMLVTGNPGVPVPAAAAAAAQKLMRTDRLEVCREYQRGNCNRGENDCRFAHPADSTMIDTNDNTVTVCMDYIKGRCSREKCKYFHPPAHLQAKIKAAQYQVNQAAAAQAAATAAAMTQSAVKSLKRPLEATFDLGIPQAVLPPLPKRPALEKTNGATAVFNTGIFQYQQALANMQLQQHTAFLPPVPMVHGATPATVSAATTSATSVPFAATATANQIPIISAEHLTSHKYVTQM
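Ratiometric TR-FRET (665 over 545 nm, excitation 340 nm) tracks disruption of MBNL1-His/biotin-(CUG)12 complex after 60 min at room temperature, with compounds at 92 nM to 58 uM final.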
GALK inh – qHTS Assay for Inhibitors of Human Galactokinase (GALK) | P51570 | Purified GALK, Kinase-Glo residual ATP luminescence | Potency, µM (highest dose often 57.5 µM), without a hit: at the top dose activity change, negative = inhibition, actives largely listed as inhibitors | 270,000 compounds, 0.007% hits | AID 1868, 2009; further: potency means the concentration at half of the fitted maximal effect; on the % scale 0 is the no-effect control and ±100 the full control effect
Target sequence (P51570 whole entry, looked up): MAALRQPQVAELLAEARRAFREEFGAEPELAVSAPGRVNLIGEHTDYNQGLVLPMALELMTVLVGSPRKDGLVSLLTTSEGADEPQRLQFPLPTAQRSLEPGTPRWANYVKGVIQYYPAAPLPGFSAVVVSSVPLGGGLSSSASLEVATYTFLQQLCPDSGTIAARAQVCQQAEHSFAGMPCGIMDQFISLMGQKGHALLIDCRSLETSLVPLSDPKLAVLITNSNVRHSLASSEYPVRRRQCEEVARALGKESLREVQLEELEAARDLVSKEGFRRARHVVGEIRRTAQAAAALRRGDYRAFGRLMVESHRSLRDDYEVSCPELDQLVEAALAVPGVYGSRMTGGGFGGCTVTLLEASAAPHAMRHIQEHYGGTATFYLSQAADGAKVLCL
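Quantitative HTS: GALK 5 nM, ATP 35 uM, galactose 100 uM, 1 h room temperature, then luciferase-based ATP detection.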
TRPV1 ag – HTS Assay for Compounds that Act as Agonists of the Vanilloid Receptor 1 | AID 540275, 2011 | TRPV1-expressing cells, Fluo-8 calcium influx, agonist mode | Transient receptor potential cation channel subfamily V member 1 (Homo sapiens), Q8NER1 | activation, % at 8.33 µM | 320,000 compounds, 0.19% hits; in the data active means activation above about 80%; inconclusive means between about 30% and that limit; further: 0% is about no effect
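Cells expressing TRPV1 were dye-loaded with Fluo-8 and read kinetically: 10 s baseline, 3 min after compound (agonist portion), then 2 min after EC20 capsaicin (allosteric enhancer portion). Calcium-bound dye fluorescence at 480/520 nm.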
* marks the source's active call; other numbers are inactive results; ? = inconclusive; . = not tested or not shown; [ ] = another dose, or the depositor's remark. Unless noted, the call rests on the fitted dose curve; in most records, active means well fitted curve in the direction sought with a large enough effect; inconclusive means small, poorly fitted or top-dose-only effect, or another doubt; inactive means no such curve, though single readings can be large; an effect the other way counts as inactive or inconclusive.

SMILES | hERG WT inh | Coupling enz | ASM inhibitor | AT treatment | KCNH2 3.1 inh | Integrin act MD | CXXC DNA block | MBNL1-CUG inh | GALK inh | TRPV1 ag
C=CCn1c(SCC(=O)Nc2ccccc2OC)nnc1-c1ccccn1 | 5 | 0 | 5% | 1% | 8 | 13% | -3% | 4% | -1% | 0
C=C(C)COc1ccc2c(c1)CCC1C2CCC2(C)C(=O)C(=NO)CC12 (stereo not given) | -7 | . | -21% | . | -5 | 20% | . | . | . | .
O=C(c1ccc(Cl)cc1)C1CCN(C(=O)NC2CCCCC2)CC1 | 3 | 1 | 1% | -2% | -4 | -35% | -3% | -8% | 1% | ?
CN(C)CCCNc1ncnc2oc(-c3ccccc3)c(-c3ccccc3)c12 | 11 | -2 | -1% | 6% | -29 | ? | ? | 19% | . | 3
Cc1ccc(N2C(=O)c3ccccc3C2Nc2cccnc2)nc1 (stereo not given) | -2 | -14 | 3% | 15% | 3 | 6% | 13% | -9% | -3% | 2
Cc1cc(C)c2c(N)c(C(=O)c3ccc(Cl)c(Cl)c3)sc2n1 | -1 | 6 | -3% | 6% | -9 | -5% | 11% | -3% | -2% | -1
Cc1nn(CC#N)c(=O)n1-c1ccccc1F | 35 | -1 | 0% | . | -6 | -10% | -6% | -5% | 2% | 1
CCOc1ccccc1C(=O)NCC(=O)NCCCc1ccccc1 | 4 | 1 | 6% | 0% | 10 | -3% | 5% | -11% | 6% | -6
CCC(C)NS(=O)(=O)c1ccc(NC(=O)c2ccc([N+](=O)[O-])cc2Cl)cc1 (stereo not given) | -1 | 0 | -1% | -3% | -3 | 6% | 0% | ? | 2% | 6
COc1ccccc1/C=C/C(=O)NC(=S)N1CCOCC1 | -7 | . | 6% | 5% | 0 | 7% | 12% | 14% | -1% | 2

The list goes on; it opens with the 2 that closed the last part.
SMILES | hERG WT inh | Coupling enz | ASM inhibitor | AT treatment | KCNH2 3.1 inh | Integrin act MD | CXXC DNA block | MBNL1-CUG inh | GALK inh | TRPV1 ag
CCC(C)NS(=O)(=O)c1ccc(NC(=O)c2ccc([N+](=O)[O-])cc2Cl)cc1 (stereo not given) | -1 | 0 | -1% | -3% | -3 | 6% | 0% | ? | 2% | 6
COc1ccccc1/C=C/C(=O)NC(=S)N1CCOCC1 | -7 | . | 6% | 5% | 0 | 7% | 12% | 14% | -1% | 2
CC(OC(=O)c1ccc2c(c1)S(=O)(=O)c1ccccc1C2=O)C(N)=O (stereo not given) | -6 | -2 | 3% | -2% | -12 | 13% | 0% | ? | -1% | 0
Cc1ccc2c(Cl)c(C(=O)NCCc3ccccc3)sc2c1 | 6 | 0 | -1% | -2% | -4 | 5% | 7% | 19% | 3% | 22
O=C(CCCOC(=O)c1ccc(O)cc1O)c1ccc(F)cc1 | -6 | . | -4% | 11% | 4 | 3% | . | . | . | -2
CC(CNC(=O)c1ccc(NC2=NC3CS(=O)(=O)CC3S2)cc1)c1ccccc1 (stereo not given) | 4 | 2 | 0% | 2% | -15 | 8% | . | -6% | . | 1
O=C1CC(c2ccccc2)=Nc2ccccc2N1 | -3 | 3 | -3% | -5% | 3 | ? | 10% | 6% | 0% | 6
O=C(CCn1cccc1)NCc1ccccc1 | -5 | 4 | 2% | -4% | 7 | 0% | -1% | -5% | 3% | -1
Cc1ccc2ncc(S(=O)(=O)c3ccccc3)c(N3CCCCC3C)c2c1 (stereo not given) | -10 | 1 | -1% | -7% | -10 | 28% | 0% | 12% | . | ?
CC1CCCCC1NC(=O)CN1CCN(Cc2ccccc2Cl)C1=O (stereo not given) | -4 | -4 | 5% | 1% | -2 | 3% | 10% | -15% | . | 1
Cc1cc(C)c(C#N)c(SCC(=O)N2CCN(Cc3ccccc3)CC2)n1 | 0 | 2 | -1% | 2% | -8 | -21% | 2% | -3% | -1% | 5
Cc1cc(C)nc(-n2nc(C)cc2NC(=O)c2ccc3c(c2)OCO3)n1 | . | 3 | . | 0% | . | . | 1% | -9% | 6% | -4
CCCCCN(C(=O)CCC(=O)OCC(=O)NC1CCC(C)CC1)c1c(N)n(CCCC)c(=O)[nH]c1=O (stereo not given) | -1 | . | 0% | -13% | 2 | -30% | . | . | . | 6
CC(C)CN1CCN(Cc2ccc(C#CC(C)(C)O)cc2)CC1CCO (stereo not given) | 6 | -2 | 3% | -2% | -1 | 12% | ? | 1% | 4% | -5
O=C(Nc1nc2ccc(S(=O)(=O)N3CCCCC3)cc2s1)c1cccnc1 | -7 | 2 | 4% | 2% | -7 | -31% | -12% | -1% | -1% | 0
COc1ccc(C)cc1-n1nnnc1SC/C(O)=C(\C#N)c1nc2ccccc2[nH]1 | -2 | -13 | 7% | 3% | -1 | 43% | -1% | 2% | -2% | .
CC(C)c1ccc(NC2CCCN(C(=O)CCc3cnn(C)c3)C2)cc1 (stereo not given) | -18 | . | 4% | 11% | . | 0% | 9% | -2% | -4% | ?
COc1cccc(NC(C)(C)c2nnnn2-c2c(C)cccc2C)c1 | 1 | 3 | 0% | 1% | 7 | 7% | 5% | . | -1% | .
CCOc1ccc(S(=O)(=O)NN=C(C)c2cccnc2)cc1 | 3 | . | -1% | -4% | 1 | 0% | . | . | . | .
O=c1[nH]c2ccccc2c(O)c1-c1ccccc1 | -9 | 7 | 1% | 14% | 4 | -6% | -9% | -9% | 0% | -4
Cc1ccc(S(=O)(=O)Cn2nnnc2C(CC(C)C)N2CCC(C(N)=O)CC2)cc1 (stereo not given) | -15 | 0 | -2% | -5% | 3 | -4% | -4% | -4% | -2% | 9
CCOC(=O)C1=C(C)N=c2s/c(=C3\C(=O)Nc4ccccc43)c(=O)n2C1c1ccc2c(c1)OCO2 (stereo not given) | -11 | 1 | -2% | -8% | -12 | 2% | 15% | ? | 0% | -4
CCN(CC)/C(N)=N/c1nc(C)cc(C)n1 | 4 | 1 | 1% | 2% | 1 | -9% | -7% | 5% | 0% | 0
CCCc1cc(=O)oc2cc(Oc3ncccn3)ccc12 | -7 | 0 | 126%[activator] | 0% | 7 | 8% | -9% | 3% | -3% | 5
COc1ccc(C(C)=O)cc1CSc1nc2ccccc2c(=O)n1-c1ccccc1C | 0 | -3 | -4% | 9% | -7 | -41% | 8% | -11% | 1% | 5
CC1(C)CCC/C(=C\c2ccccc2)C1=O | 0 | . | -2% | 14% | -9 | 0% | . | . | . | -1
Cc1noc(NC(=O)c2ccccc2)c1C#N | 0 | 3 | -2% | 1% | -6 | 2% | 2% | 3% | 2% | -1
CCC(=O)Nc1ccc(NC(=O)c2ccc3c(c2)OCO3)cc1 | -9 | 4 | -2% | -1% | 0 | 5% | 15% | 0% | 3% | -1

Of the compounds above, these contain a halogen.
SMILES | hERG WT inh | Coupling enz | ASM inhibitor | AT treatment | KCNH2 3.1 inh | Integrin act MD | CXXC DNA block | MBNL1-CUG inh | GALK inh | TRPV1 ag
O=C(c1ccc(Cl)cc1)C1CCN(C(=O)NC2CCCCC2)CC1 | 3 | 1 | 1% | -2% | -4 | -35% | -3% | -8% | 1% | ?
Cc1cc(C)c2c(N)c(C(=O)c3ccc(Cl)c(Cl)c3)sc2n1 | -1 | 6 | -3% | 6% | -9 | -5% | 11% | -3% | -2% | -1
Cc1nn(CC#N)c(=O)n1-c1ccccc1F | 35 | -1 | 0% | . | -6 | -10% | -6% | -5% | 2% | 1
CCC(C)NS(=O)(=O)c1ccc(NC(=O)c2ccc([N+](=O)[O-])cc2Cl)cc1 (stereo not given) | -1 | 0 | -1% | -3% | -3 | 6% | 0% | ? | 2% | 6
Cc1ccc2c(Cl)c(C(=O)NCCc3ccccc3)sc2c1 | 6 | 0 | -1% | -2% | -4 | 5% | 7% | 19% | 3% | 22
O=C(CCCOC(=O)c1ccc(O)cc1O)c1ccc(F)cc1 | -6 | . | -4% | 11% | 4 | 3% | . | . | . | -2
CC1CCCCC1NC(=O)CN1CCN(Cc2ccccc2Cl)C1=O (stereo not given) | -4 | -4 | 5% | 1% | -2 | 3% | 10% | -15% | . | 1

Rows were taken by chance (roughly 2% active in at least one column).
